mHTT CaM bind = mHTT-calmodulin interaction abrogation. 190,000 compounds, 3.6% hits. AlphaScreen His-mHTT/GST-CaM binding, luminescence. inhibition, % at 15 µM. P42858;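 also: 0% = both proteins with DMSO and 100% = one protein alone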
Pf apPOL block = Pf-apPOL DNA polymerase inhibition; inhibition, % at 10 µM; AID 1794808; Recombinant Pf-apPOL, molecular beacon fluorescence, 1.5 h; 210,000 compounds, 0.25% hits
Active calls of the source: *; x = not tested or not shown. Rule as the data show it: active = inhibition above about 50%; inactive = the rest. The order is random; any-hit rate near 3.5%.

SMILES | mHTT CaM bind | Pf apPOL block
CCOc1ccccc1C1CC(c2ccc(Br)cc2)Nc2nc(N)nn21 (stereo not drawn) | 99* | 0
Cc1c(C2=N/C(=C/c3ccc([N+](=O)[O-])cc3)C(=O)O2)cccc1[N+](=O)[O-] | 3 | 0
CCC(C)NC(=O)C1CCN(Cc2cn(C)c3ccc(Cl)cc23)CC1 (stereo not drawn) | -11 | -6
CCCc1cc(C2CCCN2Cc2ccc(OC)cc2)no1 (stereo not drawn) | -12 | -1
O=C(NC1CC2CC1CN2C(=O)Nc1ccc(C(F)(F)F)cc1)c1cccs1 (stereo not drawn) | -1 | -9
O=C(c1ccco1)N1CCCC2(CC(c3ccccc3)=CO2)C1 (stereo not drawn) | 38 | -2
CCCCN(C)C(=O)C1c2cc(OC)c(OC)cc2C(=O)N(C)C1c1ccc(SC)cc1 (stereo not drawn) | 32 | -1
COc1ccc(CN2CCc3nc(Nc4ccccc4F)ncc3C2)c(OC)c1OC | 11 | -3
O=C(C1CCCN(CCCc2ccccc2)C1)N1CCCCC1 (stereo not drawn) | 4 | 0
CCOCCCN1CC(C(=O)NCCc2ccc(C)cc2)CC1=O (stereo not drawn) | 2 | 1
O=C(Cc1ccc(Br)cc1)N1CCCc2ccccc21 | -35 | -14
O=S(=O)(c1ccc(NC(=S)NCc2cccnc2)cc1)N1CCCCC1 | x | -1
Cc1cc(O)c2c(c1)OC(=Cc1cccnc1)C2=O | -2 | -1
Cc1ccc(CN2CCN(C3CCN(C(=O)Nc4cc(F)ccc4F)CC3)C2=O)cc1 | -3 | 8
Cc1ccc(-c2noc(-c3ccc(=O)n(CCC(C)C)n3)n2)cc1 | -13 | 0
COc1ccccc1CNS(=O)(=O)c1ccc(F)c(C(=O)Nc2ccccc2Cl)c1 | 6 | -9
O=C(O)CCCC(=O)Nc1c(F)c(F)c(F)c(F)c1F | 4 | -3
CCCN1C(=O)Cc2ccccc2C1C(=O)NCc1ccc(CC)cc1 (stereo not drawn) | -1 | -7
O=C(NCc1cccnc1)C1CCN(Cc2cc3ccccc3n2Cc2ccccc2)CC1 | 68* | 3
Cc1c(Br)c([N+](=O)[O-])nn1CC(=O)NC(C)c1ccccc1 (stereo not drawn) | 4 | 1

By substructure: the entries above with a carbonyl joined to an NH by a bond outside any ring
SMILES | mHTT CaM bind | Pf apPOL block
CCC(C)NC(=O)C1CCN(Cc2cn(C)c3ccc(Cl)cc23)CC1 (stereo not drawn) | -11 | -6
O=C(NC1CC2CC1CN2C(=O)Nc1ccc(C(F)(F)F)cc1)c1cccs1 (stereo not drawn) | -1 | -9
CCOCCCN1CC(C(=O)NCCc2ccc(C)cc2)CC1=O (stereo not drawn) | 2 | 1
Cc1ccc(CN2CCN(C3CCN(C(=O)Nc4cc(F)ccc4F)CC3)C2=O)cc1 | -3 | 8
COc1ccccc1CNS(=O)(=O)c1ccc(F)c(C(=O)Nc2ccccc2Cl)c1 | 6 | -9
O=C(O)CCCC(=O)Nc1c(F)c(F)c(F)c(F)c1F | 4 | -3
CCCN1C(=O)Cc2ccccc2C1C(=O)NCc1ccc(CC)cc1 (stereo not drawn) | -1 | -7
O=C(NCc1cccnc1)C1CCN(Cc2cc3ccccc3n2Cc2ccccc2)CC1 | 68* | 3
Cc1c(Br)c([N+](=O)[O-])nn1CC(=O)NC(C)c1ccccc1 (stereo not drawn) | 4 | 1

(continued)
SMILES | mHTT CaM bind | Pf apPOL block
CN(C)c1ccc(C2CC(c3ccccc3)Nc3ncnn32)cc1 (stereo not drawn) | 25 | 1
CCn1c(CC2CCN(C(=O)c3ccccn3)C2)nc2cccnc21 (stereo not drawn) | 7 | -6
O=C(Nc1ccc(Nc2ccccc2)cc1)C1CC1c1ccccc1 (stereo not drawn) | 88* | -11
O=C(CN1C(=O)CCC1=O)NC1CCCC(OC(=O)Nc2ccc(F)cc2)C1 (stereo not drawn) | -13 | -5
Cc1ccccc1C(=O)N1CCN(C(C(=O)N2CCC(C)CC2)C2CCCC2)CC1 (stereo not drawn) | 12 | -1
COCC(=O)Nc1c(-c2ccccc2)n[nH]c1C1CC1 | 42 | -6
Cc1cc(NC(=O)CSc2nc3c(cnn3-c3ccc(Cl)cc3)c(=O)[nH]2)no1 | -8 | 5
COc1ccc(NC(=O)c2c(-c3c(Cl)cccc3Cl)noc2C)c([N+](=O)[O-])c1 | 53* | 11
COc1ccc(C2C=C(c3ccc(I)cc3)Nc3ncnn32)cc1 (stereo not drawn) | 2 | -6
Cc1cc2ccccc2n1-c1ccc(C(N)=O)s1 | 46 | -4
N#Cc1cccc(N=c2oc3ccccc3cc2C(=O)Nc2ccccc2)c1 | 4 | -4
Cc1ccc2cc(CCC(=O)N3CCSCC3)c(=O)[nH]c2c1 | -10 | -5
COc1ccc(S(=O)(=O)NC(CC(=O)NCCc2ccc(OC)c(OC)c2)C(C)C)cc1 (stereo not drawn) | -4 | -5
COc1ccc(Br)cc1CNc1cccc(F)c1 | -70 | 0
CCNC(=S)N1CCNC(=O)C1CC(=O)OCC (stereo not drawn) | -2 | 3
COc1cc(C=C2Oc3cc(OS(=O)(=O)c4ccccc4)ccc3C2=O)cc(OC)c1OC | -28 | -5
O=C(Nc1ncn[nH]1)C1CCC1 | 15 | -1
CN(C)c1ccc(/C=C2\SC(=O)N(CCc3nnc(N)s3)C2=O)cc1 | 48 | 0
COc1cc(C(=O)Nc2ccc(-c3nc4cc(C)c(C)cc4o3)cc2)cc(OC)c1OC | -8 | -7
Cc1ccc(S(=O)(=O)N2CC3(C)CN(S(=O)(=O)c4ccc(C)cc4)CC(C)(C2)C3=O)cc1 | 10 | -5
O=C1CC(c2ccc(Cl)cc2)CC2=C1C(c1cccc([N+](=O)[O-])c1)Nc1ccccc1N2 (stereo not drawn) | 62* | -4
O=C(c1ccccc1)C12CC3CC(CC(C3)C1)C2 | -68 | 0
O=C(CSc1nnc(-c2ccccc2)n1-c1ccccc1)NC1CC1 | 5 | -14
C#CCN(CC)S(=O)(=O)c1ccccc1Br | -3 | -4
O=C(CN1C(=O)NC2(CCCCC2)C1=O)NCCc1ccc(Cl)cc1 | 1 | -4
O=C(c1ccc2c(c1)OCO2)N1CCC2(CC1)NC(=O)N(Cc1ccc(Cl)cc1)C2=O | 9 | -4
Cc1ccsc1C(=O)N1CCC(c2nc3ccncc3n2CC(C)C)C1 (stereo not drawn) | 5 | 2
CCc1nnc(NC(=O)COc2cc(C)c(Cl)c(C)c2)s1 | 0 | -3
Cc1ccc(-n2nc3c(c2NC(=O)c2ccc(F)cc2)CS(=O)(=O)C3)cc1 | 0 | -6
O=C(NCc1ccccn1)c1ccc(S(=O)(=O)c2cccc(Cl)c2)c([N+](=O)[O-])c1 | 31 | -4
C[N+]1(CCOCc2ccccc2)CC[N+](C)(CCOCc2ccccc2)CC1 (stereo not drawn) | -7 | x
Cc1cccc(C)c1OCC1C[N+]23CCO[B-]2(OCC3)O1 (stereo not drawn) | 2 | -4
CC(C)(C)c1ccc(OCC(=O)O)cc1 | 2 | -1
O=Cc1ccccc1-c1cn(CCCOCc2ccccc2)nn1 | 10 | -1
O=C(NCc1ccc(Cl)cc1)c1ccc(-n2nc(N3CCCC3)ccc2=O)cc1 | 24 | 0
NNC(=O)c1cccc(S(=O)(=O)N2CCOCC2)c1 | -10 | -4
CCCn1c(C2CCN(C(=O)CCc3ccc(OC)cc3)C2)nc2cccnc21 (stereo not drawn) | 1 | -5
CC(=O)N1CCCN(C(=O)CN2CCc3sccc3C2c2ccccc2C)CC1 (stereo not drawn) | 10 | 1
Cc1c(Cl)cccc1NC(=O)N1CC(C)C(c2nc(-c3ccncc3)no2)C1 (stereo not drawn) | -2 | -6
COc1cc(C2=NOC(C(=O)Nc3cc(C)nn3-c3ccccc3)C2)cc(OC)c1OC (stereo not drawn) | 6 | 0
Cc1cc(Cl)ccc1NC(=O)c1cc2n(n1)CCCN(Cc1ccccc1)C2=O | -9 | -1
O=C(Nc1cc([N+](=O)[O-])ccc1O)c1ccccc1Br | 13 | 2
O=C(Nc1ccccc1)c1cc2ccccc2oc1=Nc1ccc(F)cc1 | 11 | 7
O=S(=O)(Nc1ccc(Nc2ccccc2)cc1)c1ccccc1 | 88* | -2
COc1cccc(C=Nc2ccc(OCC(O)CN3C(C)CCCC3C)cc2)c1O (stereo not drawn) | 2 | -4
O=C(NC1CCN(c2nnc3ccc(Cl)cn23)CC1)c1ccc(C(F)(F)F)cc1 | 5 | -2
Cc1ccc(S(=O)(=O)Nc2ccc(Cn3cncn3)cc2)cc1Cl | 2 | 1
Cc1c(C=Nc2c(C)n(C)n(-c3ccccc3)c2=O)c(=O)n2c([nH]c3ccccc32)c1C#N | -8 | 5
O=C(NCc1ccccc1)c1ccc(C(=O)NCc2ccccc2)cc1 | -8 | -2
Cc1cccc(-n2cnc3cc(C(=O)N4CCOCC4)ccc32)c1 | -4 | 27
Further entries:
SMILES | mHTT CaM bind | Pf apPOL block
Cc1onc(-c2c(Cl)cccc2Cl)c1C(=O)Nc1ccc(F)c(F)c1 | -6 | -2
O=C(CSc1cccc2cccnc12)NCc1ccccc1 | 1 | 7
CNc1ccc(Br)cc1C(O)c1ccccc1 (stereo not drawn) | 4 | 1
O=C(Nc1ccc(N2CCOCC2)cc1)NC1CCCCC1 | 0 | -9
O=C1CSC(c2ccc(F)cc2)N1c1ccc(Br)cc1 (stereo not drawn) | -18 | 0
Cn1cc(CCC(=O)N2CCCC2)c2ccccc21 | 0 | -14
c1ccc2[nH]c(SCCSc3nc4ccccc4[nH]3)nc2c1 | 14 | 1
O=[N+]([O-])c1ccc(SC2CCCCC2)c(C2SCCS2)c1 | 11 | x
CCn1c(C2CCN(C(=O)CCc3ccc(OC)cc3)C2)nc2cccnc21 (stereo not drawn) | -7 | -1
Cn1c(-c2ccc(Cl)cc2)cnc1Sc1ncccc1[N+](=O)[O-] | x | -60
O=C(NCCN1CCOCC1)c1ccc(Cl)c(S(=O)(=O)N2CCCCC2)c1 | -17 | -7
COc1ccc(NC(=O)Cn2c(=O)n(-c3ccc(F)cc3)c(=O)c3sccc32)cc1 | -2 | 3
O=C(C1CCN(Cc2cccnc2)CC1)N(CCO)Cc1ccccc1 | 16 | -2
O=S1(=O)C[C@@H](N2CCCC2)[C@H](COCc2ccccc2)N1 | -4 | -1
O=C(CN1CCN(C(=O)c2ccccc2F)CC1)Nc1ccccc1F | -3 | -3
CCC(C(=O)N1CCN(c2ccc3nnc(-c4ccco4)n3n2)CC1)c1ccccc1 (stereo not drawn) | 25 | 0
CC12CC3CC(C)(C1)CC(C(=O)Nc1nccs1)(C3)C2 | -18 | -7
O=C(NCc1ccncc1)C1CCN(c2cccc(F)c2)C1=O (stereo not drawn) | 4 | -6
O=C(CCC1CCCN(C(=O)Nc2cccc(F)c2)C1)N1CCCCC1 (stereo not drawn) | 2 | -6
CCCC1c2ccc(C)n2CCN1C(=O)Nc1ccccc1C(F)(F)F (stereo not drawn) | 10 | 5
Cc1ccc(NC(=O)c2ccc(CN3CCN(C)CC3)cc2)cc1Nc1nccc(-c2cccnc2)n1 | x | 2
CCN1CCN(C(=O)c2c(C)sc3ccn(C)c(=O)c23)CC1 | 5 | -2
Cc1cccc(CC(=O)Nc2cccn3nc(C)nc23)c1 | 0 | 0
CC(C)c1ccc(S(=O)(=O)N2CCC(C(=O)NCc3cscn3)CC2)cc1 | 18 | -3
Clc1ccccc1C1C=C(c2cccs2)Nc2nnnn21 (stereo not drawn) | 3 | -10
Clc1ccc2[nH]c3c(c2c1)CNCC3 | -2 | x

Part of the list above in order of heavy-atom count, lowest first:
SMILES | mHTT CaM bind | Pf apPOL block
Clc1ccc2[nH]c3c(c2c1)CNCC3 | -2 | x
Clc1ccccc1C1C=C(c2cccs2)Nc2nnnn21 (stereo not drawn) | 3 | -10
CCCC1c2ccc(C)n2CCN1C(=O)Nc1ccccc1C(F)(F)F (stereo not drawn) | 10 | 5
Cc1ccc(NC(=O)c2ccc(CN3CCN(C)CC3)cc2)cc1Nc1nccc(-c2cccnc2)n1 | x | 2

Compound activity: PubChem BioAssay, University of Kansas High Throughput Screening Laboratory
